# FBW7 activator = human FBW7 E3 ligase activation, primary screen. AlphaScreen FBW7–phospho-cyclin E peptide binding, activator screen. normalized activity (activation), % at 26.1 µM. 650,000 tested, 0.13% active; in the data active = normalized activity above about 1.9%;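 note: purified mutant Fbw7 with reduced substrate affinity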
# TEAD-YAP inh = TEAD-YAP interaction inhibition; HEK-TIYL cells, TEAD-Gal4/YAP UAS-luciferase luminescence; inhibition, % at 9.12 µM; AID 1259422; 640,000 tested, 1.4% active; in the data active = inhibition above about 32%;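 note: 0% = median of test compound wells and 100% = reference inhibitor wells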
# GPR151 ag = activates the human receptor GPR151; PathHunter beta-arrestin GPR151 cells, luminescence; activation, % at 11.2 µM; 650,000 tested, 1% active; AID 1508602; in the data active = activation above about 4.9%;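 note: 0% = median of compound wells and 100% = cells with positive control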
# Target sequence (Q8TDV0 whole entry, looked up): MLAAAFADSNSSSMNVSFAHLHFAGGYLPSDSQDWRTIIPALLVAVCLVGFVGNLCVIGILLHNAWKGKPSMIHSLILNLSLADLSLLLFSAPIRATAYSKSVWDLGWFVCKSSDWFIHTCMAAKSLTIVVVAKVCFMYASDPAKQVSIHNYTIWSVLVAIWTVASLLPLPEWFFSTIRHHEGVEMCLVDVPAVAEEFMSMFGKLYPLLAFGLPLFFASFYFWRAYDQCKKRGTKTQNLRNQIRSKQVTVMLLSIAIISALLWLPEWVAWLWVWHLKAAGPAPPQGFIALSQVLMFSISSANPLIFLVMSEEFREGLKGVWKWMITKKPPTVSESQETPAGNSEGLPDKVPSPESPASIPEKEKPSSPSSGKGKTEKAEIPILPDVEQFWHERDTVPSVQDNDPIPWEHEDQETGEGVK
# MITF inh = human MITF inhibition, primary screen. O75030. AlphaScreen MITF homodimerization, bead proximity signal. inhibition, % at 2.6 µM. 650,000 tested, 0.91% active; in the data active = inhibition above about 50%;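 note: 0% = vehicle wells with protein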
# Target sequence (O75030 whole entry, looked up): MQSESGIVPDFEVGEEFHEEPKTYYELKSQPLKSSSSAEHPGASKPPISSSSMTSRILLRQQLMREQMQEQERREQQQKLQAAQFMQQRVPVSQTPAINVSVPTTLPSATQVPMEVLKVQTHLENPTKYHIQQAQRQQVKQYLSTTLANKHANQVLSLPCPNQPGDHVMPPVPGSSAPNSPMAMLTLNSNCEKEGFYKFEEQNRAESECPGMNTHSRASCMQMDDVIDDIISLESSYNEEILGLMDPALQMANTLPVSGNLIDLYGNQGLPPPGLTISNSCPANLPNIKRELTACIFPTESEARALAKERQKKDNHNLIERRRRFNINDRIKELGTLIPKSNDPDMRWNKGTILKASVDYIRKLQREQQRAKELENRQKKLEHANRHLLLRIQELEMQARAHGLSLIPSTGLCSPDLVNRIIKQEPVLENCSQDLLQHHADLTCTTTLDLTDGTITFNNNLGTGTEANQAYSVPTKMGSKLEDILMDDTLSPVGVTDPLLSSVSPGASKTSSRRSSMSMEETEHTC
# Numbers without * were called inactive; & = joins results of further samples. Compounds were not picked by outcome; any-hit rate near 3.4%.
1. Cc1ccc(N2C(=O)C3CC=CCC3C2=O)c(Br)c1 (centres undefined)
2. CCOC(=O)/C(C#N)=C(\O)c1ccccc1
3. Cc1ccc(S(=O)(=O)N2CCN(c3ccc4nnc(C)n4n3)CC2)cc1C
4. CCOC(=O)c1ccccc1NC(=O)c1ccc(C)o1
5. NC(=O)c1ccc(-c2nc(NCc3cccnc3)c3ncn(CCN4CCCC4=O)c3n2)cc1
6. COC(=O)c1ccc2c(=O)n(Cc3ccc(C(=O)NCCc4ccc(S(N)(=O)=O)cc4)cc3)c(=S)[nH]c2c1
7. Cc1ccc(C)c(OCCCn2ccnc2)c1
8. N#Cc1ccc(OCCc2ccccc2)cc1

Compound,1,2,3,4,5,6,7,8
FBW7 activator,0.0,0.1,-0.3,0.0,0.2,-0.1,0.0,0.4
TEAD-YAP inh,-12.3,0.1,-13.2,1.1,-9.3,-11.3,7.8,-7.0
GPR151 ag,-0.6,0.6,0.0,-0.3,-0.6,0.5,-0.9,-0.7
MITF inh,-6.7,-7.5,1.8,-3.0,18.2,-15.1,-4.6,7.6

9. CCCCCCOc1ccc(NC(=O)/C(=C/c2ccc(N(C)C)cc2)NC(=O)c2ccccc2F)cc1
10. COCC(C)NC(=O)c1onc(C)c1Cl (centres undefined)
11. c1ccc(CNc2ccnc(NC3CCN(Cc4ccccc4)CC3)n2)cc1
12. COc1ccc(/C=C/C(=O)NCCSC(C)(C)C)cc1
13. Cc1c(NC(=O)NCN2C(=O)C3C4C=CC(C4)C3C2=O)c(=O)n(-c2ccccc2)n1C (centres undefined)
14. CCOC(=O)c1ccc(NC(=O)N(CC)CC)cc1
15. CC1CC1C(=O)OCC(=O)Nc1ccc2[nH]c(=O)[nH]c2c1 (centres undefined)
16. CC(=O)Nc1ccc(CN2CCc3nnc(C(C)NC(=O)C4CC4)n3CC2)cc1 (centres undefined)

Compound,9,10,11,12,13,14,15,16
FBW7 activator,-0.2,0.7,0.2,-0.2,-0.1,-0.1,0.3,-0.1
TEAD-YAP inh,4.5,-6.0,-4.2,-16.4,12.5,-53.8,3.6,-4.2
GPR151 ag,0.5,1.1,-1.1,-0.5,0.3,0.8,-0.6,-0.4
MITF inh,-3.4,7.5,5.3,5.2,-2.5,-3.0,6.9,4.8

17. NC(=O)c1ccsc1NC(=O)c1ccc2c(c1)CCCC2
18. NC(=O)CC1C(=O)N(c2ccc(F)cc2)C(=S)N1NC(=O)CCc1ccccc1 (centres undefined)
19. COCc1ccc(CN2CCCC(CNC(=O)c3cccc(C(F)(F)F)c3)C2)o1 (centres undefined)
20. CC(C)CNc1nc(Oc2ccc(OCC(N)=O)nn2)nc(N2CCOCC2)n1
21. CCN1CCCC1Cn1c(C)nnc1SCC(=O)N(C)C (centres undefined)
22. Cc1ccc(S(=O)(=O)NC(CC(=O)N2CCOCC2)c2ccco2)cc1 (centres undefined)
23. CCOc1ccc(CN2C(=O)C(=O)c3cc(C)ccc32)cc1
24. Cc1ccc(-c2nc(Nc3ccc(C)c(Cl)c3)c3ccccc3n2)cc1

Compound,17,18,19,20,21,22,23,24
FBW7 activator,-0.1,0.0,0.2,-0.2,0.1,-0.1,-0.3,0.0
TEAD-YAP inh,58.3*,-13.8,5.2,1.7,-2.1,-5.2,4.9,-2.7
GPR151 ag,-9.7,-0.3,1.2,1.5,-0.3,1.1,0.5,-0.5
MITF inh,6.0,-1.3,1.4,-7.8,12.9,-5.7,6.0,-0.5

25. CN(C)c1ccc(/C=C(\NC(=O)c2ccccc2F)C(=O)Nc2cc(Cl)cc(Cl)c2)cc1
26. CCOc1cc(C(OC(C)=O)OC(C)=O)cc(Cl)c1OC(C)=O
27. CC(=O)Nc1ccc(-c2ccc([N+](=O)[O-])cc2)cc1
28. CC(C)(C)C(=O)Cn1c(=O)n(CCCC(=O)NCc2ccco2)c(=O)c2sccc21
29. Cc1ccccc1S(=O)(=O)Cc1ccc(C(=O)NC2CCCC2)o1
30. CCOC(=O)CN1Cc2cccc(C(=O)O)c2C1=O
31. Cc1cccc(NC(=O)CN(C)S(=O)(=O)c2ccc3c(c2)n(C)c(=O)c(=O)n3C)n1
32. Cc1c(Cl)cccc1NC(=O)N1CCN(c2cc(-n3ccnc3)ncn2)CC1

Compound,25,26,27,28,29,30,31,32
FBW7 activator,-0.1,0.0,0.9,0.0,0.1,-0.4,0.3,0.1
TEAD-YAP inh,-7.8,3.2,-28.6,-0.6,6.1,-0.9,-0.4,0.3
GPR151 ag,0.5,2.2,1.4,0.9,-0.6,0.0,-1.2,-0.2
MITF inh,2.8,5.7,9.8,11.0,-9.8,-2.6,10.8,-6.1

33. CC1CCN(c2cc(Nc3ccc4c(c3)OCCO4)c3c4c(onc24)-c2ccccc2C3=O)CC1
34. Cc1c(Cl)cccc1N(CC(=O)N1CCN(C)CC1)S(=O)(=O)c1ccccc1
35. O=C(NC1CCCCC1)c1nn2c(C(F)(F)F)cc(-c3ccc(Br)cc3)nc2c1Br
36. O=C1N/C(=N/N=C/c2ccco2)SC1c1ccccc1 (centres undefined)
37. CC(=O)Oc1ccc(/C=C2N=C(/C=C/c3ccc(Cl)cc3)OC/2=O)cc1
38. CSc1ccccc1Nc1nc2cc(S(=O)(=O)N3CCOCC3)ccc2o1
39. COc1cc(NC(=O)C2CC(c3ccccc3O)=NO2)c(OC)cc1Cl (centres undefined)
40. CC(C)(C)NC(=O)C12CC3CC(CC(C3)C1)C2

Compound,33,34,35,36,37,38,39,40
FBW7 activator,0.2,0.0,0.0,-0.1,0.1,0.2,-0.1,0.0
TEAD-YAP inh,6.5,2.8,-2.0,0.4,3.5,-31.6,-4.8,3.4
GPR151 ag,-0.4,1.0,-1.2,1.4,-0.2,1.2,5.7*,-1.1
MITF inh,20.5,-9.3,1.8,10.6,10.6,11.1,-3.7,-8.2

41. Cc1ccc(NC(=O)c2ccc(C(=O)Nc3ccc(C)cc3)nc2)cc1
42. OCCC1CN(Cc2ccc(O)cc2)CCN1Cc1ccsc1 (centres undefined)
43. O=C(O)c1cccc(N2C(=O)/C(=C/c3ccc(-c4ccc(Cl)c(Cl)c4)o3)C=C2c2ccccc2)c1
44. Cc1cc(NC(=O)c2scc3c2CCCC3)cc(C)c1O
45. Cc1sc2nc(C(C)C)n(C3CCN(CC(=O)NC4CC4)CC3)c(=O)c2c1C
46. Clc1ccc(-n2ncc3c(NCc4ccc5c(c4)OCO5)ncnc32)cc1
47. CCCCNC(=S)N1CCN(S(=O)(=O)c2ccccc2)CC1
48. O=C(Nc1nnc(SCC(=O)N2CCOCC2)s1)c1ccccc1

Compound,41,42,43,44,45,46,47,48
FBW7 activator,0.1,-0.1,0.1,0.0,0.3,0.0,0.5,-0.2
TEAD-YAP inh,-0.5,-1.9,-3.9,-47.4,-14.4,1.6,-2.3,-17.3
GPR151 ag,0.8,3.6,0.6,-0.6,-0.2,-0.7,-0.5,-0.3
MITF inh,18.8,-2.9,-3.6,6.6,23.9,-3.9,18.1,-1.2

# Another view of 16 compounds above:
# The line under a structure holds: FBW7 activator | TEAD-YAP inh | GPR151 ag | MITF inh
(33) CC1CCN(c2cc(Nc3ccc4c(c3)OCCO4)c3c4c(onc24)-c2ccccc2C3=O)CC1
    0.2 | 6.5 | -0.4 | 20.5
(34) Cc1c(Cl)cccc1N(CC(=O)N1CCN(C)CC1)S(=O)(=O)c1ccccc1
    0.0 | 2.8 | 1.0 | -9.3
(35) O=C(NC1CCCCC1)c1nn2c(C(F)(F)F)cc(-c3ccc(Br)cc3)nc2c1Br
    0.0 | -2.0 | -1.2 | 1.8
(36) O=C1N/C(=N/N=C/c2ccco2)SC1c1ccccc1 (centres undefined)
    -0.1 | 0.4 | 1.4 | 10.6
(37) CC(=O)Oc1ccc(/C=C2N=C(/C=C/c3ccc(Cl)cc3)OC/2=O)cc1
    0.1 | 3.5 | -0.2 | 10.6
(38) CSc1ccccc1Nc1nc2cc(S(=O)(=O)N3CCOCC3)ccc2o1
    0.2 | -31.6 | 1.2 | 11.1
(39) COc1cc(NC(=O)C2CC(c3ccccc3O)=NO2)c(OC)cc1Cl (centres undefined)
    -0.1 | -4.8 | 5.7* | -3.7
(40) CC(C)(C)NC(=O)C12CC3CC(CC(C3)C1)C2
    0.0 | 3.4 | -1.1 | -8.2
(41) Cc1ccc(NC(=O)c2ccc(C(=O)Nc3ccc(C)cc3)nc2)cc1
    0.1 | -0.5 | 0.8 | 18.8
(42) OCCC1CN(Cc2ccc(O)cc2)CCN1Cc1ccsc1 (centres undefined)
    -0.1 | -1.9 | 3.6 | -2.9
(43) O=C(O)c1cccc(N2C(=O)/C(=C/c3ccc(-c4ccc(Cl)c(Cl)c4)o3)C=C2c2ccccc2)c1
    0.1 | -3.9 | 0.6 | -3.6
(44) Cc1cc(NC(=O)c2scc3c2CCCC3)cc(C)c1O
    0.0 | -47.4 | -0.6 | 6.6
(45) Cc1sc2nc(C(C)C)n(C3CCN(CC(=O)NC4CC4)CC3)c(=O)c2c1C
    0.3 | -14.4 | -0.2 | 23.9
(46) Clc1ccc(-n2ncc3c(NCc4ccc5c(c4)OCO5)ncnc32)cc1
    0.0 | 1.6 | -0.7 | -3.9
(47) CCCCNC(=S)N1CCN(S(=O)(=O)c2ccccc2)CC1
    0.5 | -2.3 | -0.5 | 18.1
(48) O=C(Nc1nnc(SCC(=O)N2CCOCC2)s1)c1ccccc1
    -0.2 | -17.3 | -0.3 | -1.2

# New compounds follow
49. Cc1ccc(-n2c3nc(=O)n(C)c(=O)c-3cc3ccccc32)c(C)c1
50. COc1ccc(CNc2ccc3ncc(-c4cccc(/C=C/C(=O)O)c4)n3n2)cc1
51. COCCNCCOc1ccc(C)cc1
52. CC(C)c1ccccc1NC(=O)C1c2ccccc2Oc2ccccc21
53. CCOc1ccc(N(Cc2cc3cc(OC)ccc3[nH]c2=O)S(C)(=O)=O)cc1
54. O=S(=O)(NCc1cn2ccccc2n1)c1ccc(-c2ccccc2)cc1
55. CCN1CCN(C(=O)c2nc(-c3cccc(F)c3)n3c2CCCCC3)CC1
56. COc1c(C)c2c(c(O)c1C/C=C(\C)CCC(=O)O)C(=O)OC2

Compound,49,50,51,52,53,54,55,56
FBW7 activator,0.1,0.4,0.7,0.0,-0.1,-0.1,-0.1,0.1&0.0&-0.1
TEAD-YAP inh,-1.4,-16.3,-17.1,-4.5,-9.1,4.5,8.6,67.1*
GPR151 ag,-0.7,-0.4,-0.1,-0.1,2.3,-2.2,5.5*,0.5&2.4&-0.5
MITF inh,12.6,10.6,37.9,-6.1,0.4,5.6,2.4,-1.3&-3.4&8.4

57. CCOC(=O)C1=NN(C(C)=O)C2C(=O)N(c3ccc(Br)cc3)C(=O)C12 (centres undefined)
58. CC12CC3CC(C)(C1)CC(CCNC(=O)c1cccnc1Cl)(C3)C2
59. CCNc1nc(NCC)n2c(SCC(=O)N3CC(C)OC(C)C3)nnc2n1 (centres undefined)
60. CCOc1ccc(NC(=O)CCN2CCN(C3c4ccccc4-c4ccccc43)CC2)cc1
61. CCc1ccc2[nH]c(=O)c(CN(CCCO)S(=O)(=O)c3ccc([N+](=O)[O-])cc3)cc2c1
62. CC(NC(=O)c1ccco1)c1nnc2n1CCN(CC(C)(C)C)CC2 (centres undefined)
63. CN(C)/C=C/c1ccc(Cl)cc1[N+](=O)[O-]
64. O=c1c2c(nc3cc(-c4ccccc4)[nH]n13)CCC2

Compound,57,58,59,60,61,62,63,64
FBW7 activator,0.8,0.1,0.4,-0.1,0.1,-0.2,0.1,0.0
TEAD-YAP inh,2.8,0.7,3.0,-2.4,-1.6,-0.5,-6.6,0.7
GPR151 ag,-0.3,2.4,-0.1,-1.0,-0.9,-0.1,1.2,-4.7
MITF inh,11.8,14.3,21.4,5.7,8.2,10.2,9.5,5.5

65. CCOC(=O)N1CCC(=NNc2nc(C)cc(=O)[nH]2)CC1
66. O=C(O)C/C=C(\NC(=O)OCc1ccccc1)C(=O)OCc1ccccc1
67. Cn1c(N)c(Sc2ccccc2[N+](=O)[O-])c(=O)n(C)c1=O
68. NC(=O)c1cc(NC(=O)COc2cc(C(F)(F)F)cc(C(F)(F)F)c2)cc(C(N)=O)c1
69. COc1cccc(/C=N/N2C(=O)C3C4C=CC(C4)C3C2=O)c1OC (centres undefined)
70. Cc1ccc(OCCCC(=O)Nc2nccs2)cc1
71. O=C(O)CN1C(=O)/C(=C\c2cccc(F)c2)Oc2ccccc21
72. CCCNC(=O)CN(C)c1nc(C)nc2scc(-c3ccccc3)c12
73. Cc1sc2nc(CSc3nnnn3-c3ccc(O)cc3)[nH]c(=O)c2c1C
74. CCN(CCN(C)C)Cc1cc2ccccc2o1
75. Cn1cnnc1SCc1ccc(C(=O)O)cc1

Compound,65,66,67,68,69,70,71,72,73,74,75
FBW7 activator,0.0,0.2,0.0,0.0,-0.2,0.0,0.1,0.0,0.1,-0.1,0.1
TEAD-YAP inh,1.8,-4.3,2.0,-0.9,-3.5,-21.7,2.2,-4.6,6.6,6.4,7.0
GPR151 ag,0.1,-1.1,2.7,1.0,-0.8,-0.3,-0.3,1.0,0.0,0.2,0.8
MITF inh,2.9,-13.1,-2.0,-8.8,-2.8,-6.2,7.8,1.5,2.1,-9.6,-7.3

# Bioassay records from PubChem BioAssay.
